Screening data (PubChem BioAssay)
PTHR1 ag = PTHR1 (human) receptor agonism; Q03431; HEK293 GP2 PTHR1 cells, GloSensor cAMP luminescence, 1 h; Potency, µM (top dose mostly 115 µM), inactives show at the highest dose activation, most hits filed as activators; actives 0.075% (n = 410,000); AID 743266; also: potency is read from the fitted curve at half-maximal effect; nearly all actives have a fitted effect of over 55% in size; some results filed as inactive show a strong effect at the top dose; inactives centre near -15; many of its hits are not listed in these tables
Target sequence (Q03431 whole entry, looked up): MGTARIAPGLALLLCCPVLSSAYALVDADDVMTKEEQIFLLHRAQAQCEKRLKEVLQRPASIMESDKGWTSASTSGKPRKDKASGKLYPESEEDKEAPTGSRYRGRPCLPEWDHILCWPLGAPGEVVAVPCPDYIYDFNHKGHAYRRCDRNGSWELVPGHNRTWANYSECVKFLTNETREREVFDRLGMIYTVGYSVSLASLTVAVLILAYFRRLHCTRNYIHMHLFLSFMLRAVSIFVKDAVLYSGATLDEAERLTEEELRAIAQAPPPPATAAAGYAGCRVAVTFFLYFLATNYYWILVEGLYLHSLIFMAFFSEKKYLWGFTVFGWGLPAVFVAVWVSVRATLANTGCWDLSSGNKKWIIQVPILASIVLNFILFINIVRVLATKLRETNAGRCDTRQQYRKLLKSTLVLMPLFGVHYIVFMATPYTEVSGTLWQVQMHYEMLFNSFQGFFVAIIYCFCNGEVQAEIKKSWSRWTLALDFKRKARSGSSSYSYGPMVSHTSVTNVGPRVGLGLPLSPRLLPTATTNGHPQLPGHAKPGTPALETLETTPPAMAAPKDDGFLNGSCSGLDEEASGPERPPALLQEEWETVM
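HEK-293-derived GP2 cells expressing PTHR1 and a GloSensor cAMP reporter, 3,000/well, plated overnight, given luciferin plus IBMX (each 0.5 mM as added) for 1 h at 37 °C, then compound for 1 h at 37 °C. Luminescence was read after 15 min at room temperature.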
Abeta rescue = compounds reversing amyloid beta toxicity in yeast. yeast expressing A-beta42, growth rescue, OD600, 48 h; response scale: 0% DMSO, 100% iron-clioquinol control. Potency, µM (highest dose often 46.1 µM), inactives show at the highest dose growth rescue, hits mostly activators. actives 0.063% (n = 410,000); also: potency is read from the fitted curve at half-maximal effect; nearly all actives have a fitted effect of over 55% in size
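Yeast A-beta toxicity model in growth medium with pinned compounds, 48 h at 30 C; growth read as absorbance at 600 nm. Normalized to FeCl3/clioquinol equimolar mix (positive) and DMSO (negative).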
pAkt inh = inhibitors of Akt phosphorylation | Neuro2A IGF-stimulated pAkt S473 HTRF, 20 min; stronger effect = lower value | AID 651550 | activity change, % for hits at 50 µM | actives 0.32% (n = 360,000); in the data active = activity change below about -80%; inconclusive = mostly about -51% to -80%; also: % is scaled to controls: 0 for no effect and ±100 for the full control effect
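Neuro2A cells in DMEM with 0.5% FBS, overnight at 37 deg C, given compound at single 50 µM final, then IGF (6 nM final) for 20 min at 37 deg C. Lysed; phospho-Akt Ser473 by HTRF after 24 h, 665/615 ratio.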
FUS suppressor = suppressors of FUS proteinopathy in yeast; S. cerevisiae FUS-expressing, growth rescue, OD600, 24 h; Potency, µM (titrated, usually from 76.6 µM), for the others: top-dose growth rescue (activation), usual class: activators; actives 0.24% (n = 390,000); AID 1347120;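 also: potency is read from the fitted curve at half-maximal effect; plate controls were DMSO vehicle for no effect and reference control for full effect; nearly all actives have a fitted effect of over 55% in size; some results filed as inactive show a strong effect at the top dose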
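Yeast FUS proteinopathy model; galactose-induced FUS (2%), starting OD 0.005. Cpds in dilution series, 24hr, 30C, 99% humidity. Abs 600 nm growth. Pos ctrl CP55940 (top 92uM final); neg ctrl DMSO.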
aSyn yeast inh = alpha-synuclein toxicity inhibition in yeast; Yeast expressing alpha-synuclein, growth rescue, BacTiter-Glo, 24 h; Potency, µM (top dose mostly 46.1 µM), for the others: top-dose growth rescue (activation), usual class: activators; actives 0.14% (n = 370,000); AID 652106; also: potency is read from the fitted curve at half-maximal effect; % of control where 0% means no effect; nearly all actives have a fitted effect of over 65% in size
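Readout is rescue of growth in alpha-synuclein-expressing yeast, so inhibitors of toxicity appear as activators. Growth after 24 hr at 30 deg C in galactose medium is quantified by luminescence.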
GLP-1R agonist = activates the human GLP-1 receptor; P43220; HEK293 GLP-1R CRE-luciferase, luminescence, 4-6 h; cells express a hypersensitive GLP-1R form; Potency, µM (titrated, usually from 45.6 µM), inactives show at the top dose activation, hits mostly activators; actives 0.007% (n = 380,000); AID 624172; also: potency is read from the fitted curve at half-maximal effect; % of control where 0% means no effect
GLP1R inv ag = acts as inverse agonist at human GLP-1 receptor | P43220 | HEK293 GLP-1R CRE-luciferase, luminescence, 24 h; GLP-1R form is constitutively active | Potency, µM (series often up to 38.3 µM), inactives show at the top dose activity change, negative = inhibition, actives largely listed as inhibitors | actives 1.6% (n = 410,000); also: potency is read from the fitted curve at half-maximal effect; % is scaled to controls: 0 for no effect and ±100 for the full control effect; nearly all actives have a fitted effect of over 55% in size
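qHTS in 1536-well format: reporter HEK293 cells expressing constitutive GLP-1R activity in DMEM + 10% Nu serum, 24 hr with compounds at 37 deg C, luminescence read after 12 min with detection reagent.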
DRD3 antagonist = blocks the human D3 dopamine receptor. P35462. D3R cells, DiscoveRx beta-arrestin luminescence, antagonist mode; stronger effect = lower value. max response, negative = inhibition, %. actives 2.5% (n = 360,000). AID 652054; in the data active = max response below about -50%; inconclusive = no clear call, values can overlap the other calls; also: % is scaled to controls: 0 for no effect and ±100 for the full control effect; mostly tested at two doses, the higher about 12 µM
Target sequence (P35462 whole entry, looked up): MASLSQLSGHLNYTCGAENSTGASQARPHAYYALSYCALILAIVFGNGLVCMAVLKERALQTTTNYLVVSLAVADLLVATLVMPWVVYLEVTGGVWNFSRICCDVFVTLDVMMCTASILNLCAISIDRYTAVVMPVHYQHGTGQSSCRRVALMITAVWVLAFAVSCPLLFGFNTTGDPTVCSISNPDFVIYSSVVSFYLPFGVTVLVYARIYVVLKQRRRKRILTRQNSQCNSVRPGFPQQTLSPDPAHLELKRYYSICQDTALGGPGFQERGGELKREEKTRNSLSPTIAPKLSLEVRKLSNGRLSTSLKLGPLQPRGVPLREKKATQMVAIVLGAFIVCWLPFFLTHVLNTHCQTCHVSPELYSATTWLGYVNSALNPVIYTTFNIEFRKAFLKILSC
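Cells plated overnight at 1500 cells/well, then exposed to library compounds with dopamine controls for 90 minutes at 37 degrees C. DiscoveRx reagent added for 30–60 minutes at room temperature; luminescence read, quantitative HTS format.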
TDP-43 yeast inh = TDP-43 toxicity inhibition in yeast | TDP-43 expressing yeast growth rescue, BacTiter-Glo, 24 h | Potency, µM (top dose mostly 46.1 µM), without a hit: at the highest dose growth rescue (activation), hits mostly activators | actives 1.8% (n = 410,000); also: potency is read from the fitted curve at half-maximal effect; % of control where 0% means no effect; nearly all actives have a fitted effect of over 50% in size
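Growth rescue of TDP-43-toxic yeast measured as ATP luminescence (BacTiter-Glo). Cells grown to mid-log in raffinose, induced in galactose at OD600=0.02, exposed to compound 24 hr at 30 deg C.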
Numbers without * were called inactive; i = inactive; ? = inconclusive; · = no result given; [ ] = dose if it differs, or a comment. Unless noted, calls follow the shape of the dose curve; as a rule, active = well fitted curve in the direction sought with a large enough effect; inconclusive = small, poorly fitted or top-dose-only effect, or another doubt; inactive = no such curve, though single readings can be large; an effect the other way counts as inactive or inconclusive.

SMILES	PTHR1 ag	Abeta rescue	pAkt inh	FUS suppressor	aSyn yeast inh	GLP-1R agonist	GLP1R inv ag	DRD3 antagonist	TDP-43 yeast inh
COC(=O)c1ccc(-c2ccc(Cl)cc2)nc1C	-44.3%[inhibitor]	-38.7%[inhibitor]	i	·	-18.4%	0.0%	10.3%	3.8	?
CC(=O)N1N=C(c2cccc([N+](=O)[O-])c2)OC1(C)CC(=O)Nc1ccccc1 (stereo unspecified)	i	?	i	·	4.8%	23.2%	0.3%	9.9	17.0%
Cc1cc(C)c(-c2cc(NC(=O)COC(=O)c3ccc(NC(=O)CC#N)cc3)n(-c3ccccc3)n2)cc1C	-7.5%	-2.7%	i	11.5%	-3.1%	-15.6%	?	-7.5	4.2%
O=C1CC(Cc2ccccc2)C(=O)N1CCc1ccc2c(c1)OCO2 (stereo unspecified)	i	23.7%	i	5.4%	7.6%	5.7%	-27.5%	0.0	?
C=CCSc1ncccc1C(=O)NCCc1ccc(Cl)cc1	-1.3%	-13.3%	i	10.6%	-9.9%	14.1%	?	-6.1	?
CCOc1ccc(NC(=O)c2cc(S(=O)(=O)NC3CCCCCC3)ccc2F)cc1	-16.8%	8.8%	·	36.6%	·	·	?	·	12.6µM*
NS(=O)(=O)c1ccc(CCNC(=O)C(=O)c2cn(CC(=O)N3CCOCC3)c3ccccc23)cc1	i	8.0%	i	25.6%	2.4%	-3.0%	6.3%	4.3	3.9%
COc1ccc(-c2cc(C)no2)cc1S(=O)(=O)NCc1cccc(C)c1	i	-25.9%	i	-15.2%	8.2%	-0.5%	-38.7%	?	?
O=C(Nc1cccc(S(=O)(=O)N2CCOCC2)c1)c1cc2ccccc2o1	-84.7%[inhibitor]	-3.9%	i	13.8%	-1.9%	11.4%	?	-22.7	-20.2%
CCOC(=O)C(CC)n1nc(C)c2c(C)n(-c3ccc(C)cc3)nc2c1=O (stereo unspecified)	-46.2%[inhibitor]	-7.5%	·	21.7%	·	·	-3.1%	·	6.8%
O=C(c1ccc(S(=O)(=O)N2CCCCCC2)cc1)N(c1ccccn1)C1CCCCC1	i	-9.3%	i	12.9%	11.7%	17.8%	?	5.1	?
CCOC(=O)[C@]12CCCC=C1N(CCC1=CCCCC1)C(=O)[C@H](CC(=O)N1CCN(C(=O)c3ccco3)CC1)C2	-21.7%	-10.6%	i	29.6%	?	·	?	0.0	10.2%
O=C(OCc1nc2ccsc2c(=O)[nH]1)c1ccccc1	-9.1%	2.9%	i	20.2%	-0.1%	6.9%	20.4%	?	-10.2%
O=C(Nc1n[nH]c(C2CCCCC2)n1)C1CCCCC1	i	22.0%	i	-1.2%	-1.8%	-0.9%	5.9%	6.5	-12.3%
Cc1nc(NC(=O)c2c(-c3ccccc3Cl)noc2C)sc1C	-62.3%[inhibitor]	-5.7%	i	6.3%	11.4%	0.0%	?	33.8	28.3%
CCCCN(C(=O)CSc1c(C)c(C)cc(C)c1C)c1c(N)n(CCC)c(=O)[nH]c1=O	-27.2%	-1.3%	i	-8.1%	-2.0%	0.8%	-12.0%	10.0	20.3%
CCOc1cc(/C=C/C(=O)c2ccc(OC)c(CN3CCOCC3)c2)cc(Br)c1O	-23.1%	5.2%	i	19.4%	3.7%	10.4%	?	-20.5	-21.5%
COc1ccc(OC)c(C(=O)c2ccccn2)c1	i	12.6%	i	-6.8%	-2.1%	14.2%	-3.5%	8.0	-7.9%
Cc1ccccc1C(=O)NCCCCc1ccccc1	i	10.4%	i	8.0%	-6.3%	-6.5%	?	-2.7	-0.6%
CCC(=O)Nc1ccc(C(=O)NNC(=O)CCCCC(=O)NNC(=O)c2ccc(NC(=O)CC)cc2)cc1	-13.2%	-4.4%	i	-12.2%	-0.7%	-1.8%	-16.7%	?	-13.5%
O=C(c1cc2cc(Br)ccc2s1)N1CCOCC1	i	-3.0%	i	-28.3%	-6.2%	1.5%	7.7%	-0.5	13.5%
CN(C)S(=O)(=O)c1ccc2c(c1)N(CC(=O)Nc1cccc(C(F)(F)F)c1)C(=O)CS2	-10.3%	-12.5%	·	2.6%	·	·	?	·	13.2%
CCC(CC)C(=O)Nc1c(C(=O)N2CCN(c3ccccc3F)CC2)oc2ccccc12	-17.1%	1.4%	·	-16.1%	·	·	?	·	-17.6%
O=C(NC1CCCC1)c1ccc(S(=O)(=O)N2CCCC2)cc1	-8.3%[57.5 µM]	?	i	15.6%	-2.2%	-6.4%	8.1%	3.7	-14.2%
CCC1([N+](=O)[O-])COC(c2ccc(C)cc2)OC1 (stereo unspecified)	-4.5%	-2.2%	i	36.6%	-6.6%	4.3%	?	-22.2	-27.1%
Carrying on.
SMILES	PTHR1 ag	Abeta rescue	pAkt inh	FUS suppressor	aSyn yeast inh	GLP-1R agonist	GLP1R inv ag	DRD3 antagonist	TDP-43 yeast inh
COc1ccc(-c2nc(N)n(C(=O)c3ccco3)n2)cc1	i	3.7%	i	7.9%	-4.1%	-1.4%	10.0%	4.3	10.8%
Cc1cccn2c(=O)c(C(=O)NCc3cccc(F)c3)cnc12	-9.0%	-5.3%	·	-4.4%	·	·	18.5%	·	0.0%
CN(c1ccc(C(=O)NCc2ccc3c(c2)OCO3)cc1)S(=O)(=O)c1ccccc1	i	5.8%	i	20.7%	1.8%	11.5%	?	-20.6	-9.1%
Cc1ccc(NCc2nnc3n2CCCCC3)cc1	-7.4%[57.5 µM]	12.2%	i	-13.4%	-7.4%	1.3%	0.9%	-12.1	-6.3%
CCCCNC(=S)NNC(=O)c1nn(C)cc1Cl	i	-12.0%	i	9.5%	-4.0%	-7.8%	5.7%	-4.0	1.3%
COc1ccc(CNCCS(=O)(=O)NCc2ccc(OC)cc2)cc1	i	9.0%	i	-7.3%	3.9%	4.9%	2.0%	8.6	7.9%
Cc1ccccc1CN1C(=O)c2ccccc2S(=O)c2ccc(C(=O)NCc3ccc(Cl)cc3)cc21 (stereo unspecified)	i	8.3%	·	?	·	·	-21.4%	·	14.2%
COc1cc(/C=N/n2nnnc2N)ccc1OC(C)C	i	5.2%	i	9.6%	1.4%	29.8%	108.9%[activator]	1.0	4.7%
O=[N+]([O-])c1cccc(S(=O)(=O)c2ccc(NCCOCCO)c([N+](=O)[O-])c2)c1	i	-12.0%	i	-0.5%	2.8%	18.7%	28.7%	-3.2	-7.2%
COC(=O)c1cc(NC2c3ccccc3C(=O)N2c2cccnc2)cc(C(=O)OC)c1 (stereo unspecified)	i	-0.5%	i	5.8%	4.6%	-0.2%	2.2%	6.8	5.6%
C/C(CCc1oc2ccc(Br)cc2c1-c1ccc(C)o1)=N/O	i	-5.4%	i	9.0%	5.9%	2.2%	10µM*	9.5	3.9%
CCc1nc2c(OCc3ccc(F)cc3)cccn2c1N(C)C(=O)COc1ccccc1	-50.2%[inhibitor]	6.9%	i	24.0%	0.2%	8.4%	?	6.7	19.6%
O=C(NCC1CCCO1)c1onc(CSc2ccc(Cl)cc2)c1C(=O)O (stereo unspecified)	i	-3.8%	i	12.0%	-7.5%	-2.7%	10.3%	45.2	-11.1%
CCn1c(=O)cc(OCC(=O)Nc2ccccc2Cl)c2ccccc21	i	-28.6%	·	21.0%	·	·	10.6%	·	-6.4%[9.22 µM]
N#Cc1c(-c2ccccc2)nc(SCc2cccc(Cl)c2)[nH]c1=O	-13.9%	-2.1%	i	13.2%	2.7%	-2.5%	-18.2%	13.8	8.4%
COc1ccccc1NC(=O)C1=C(C)Nc2ncnn2C1c1ccc[nH]1 (stereo unspecified)	i	-23.1%	·	25.9%	-6.8%	-7.6%	12.3%	·	-2.3%

Complete entries from above.
COc1cc(/C=N/n2nnnc2N)ccc1OC(C)C in the list: PTHR1 ag: i; Abeta rescue: 5.2%; pAkt inh: i; FUS suppressor: 9.6%; aSyn yeast inh: 1.4%; GLP-1R agonist: 29.8%; GLP1R inv ag: 108.9%[activator]; DRD3 antagonist: 1.0; TDP-43 yeast inh: 4.7%
O=[N+]([O-])c1cccc(S(=O)(=O)c2ccc(NCCOCCO)c([N+](=O)[O-])c2)c1 in the list: PTHR1 ag: i; Abeta rescue: -12.0%; pAkt inh: i; FUS suppressor: -0.5%; aSyn yeast inh: 2.8%; GLP-1R agonist: 18.7%; GLP1R inv ag: 28.7%; DRD3 antagonist: -3.2; TDP-43 yeast inh: -7.2%
CCc1nc2c(OCc3ccc(F)cc3)cccn2c1N(C)C(=O)COc1ccccc1 in the list: PTHR1 ag: -50.2%[inhibitor]; Abeta rescue: 6.9%; pAkt inh: i; FUS suppressor: 24.0%; aSyn yeast inh: 0.2%; GLP-1R agonist: 8.4%; GLP1R inv ag: ?; DRD3 antagonist: 6.7; TDP-43 yeast inh: 19.6%

An excerpt; rates above refer to the full screens.
